Screening data as filed in PubChem BioAssay.
All columns: NCI-60 one-dose screen, growth in % after 48 h at 10 µM unless noted; 100 = growth as untreated, 0 = no growth, -100 = all killed.
SK-MEL-5 = SK-MEL-5 melanoma. 80,000 compounds, 6.4% hits
A549/ATCC = A549/ATCC NSCLC; 81,000 compounds, 3.7% hits; AID 1794740
EKVX = EKVX NSCLC | 71,000 compounds, 3% hits | AID 1794765
UACC-257 = UACC-257 melanoma. 78,000 compounds, 4.4% hits
HOP-92 = HOP-92 NSCLC cells; 71,000 compounds, 6.3% hits
M14 = M14 melanoma; AID 1794745; 80,000 compounds, 6.2% hits
SK-MEL-28 = SK-MEL-28 melanoma; 81,000 compounds, 4.1% hits
UACC-62 = UACC-62 melanoma; 81,000 compounds, 5.4% hits; AID 1794756
Numbers without * were called inactive; / = not tested or not shown; & = joins results of further samples. The calls were made as follows: active = growth percent below 10; inactive = the rest.

SMILES | SK-MEL-5 | A549/ATCC | EKVX | UACC-257 | HOP-92 | M14 | SK-MEL-28 | UACC-62
CC(=O)N[C@H](C(=O)N[C@H](Cc1ccccc1)C(=O)N[C@H](CS)C(=O)N[C@H](CCCN=C(N)N)C(=O)N[C@H](CCCN=C(N)N)C(=O)N[C@H](CCCN=C(N)N)C(N)=O)[C@@H](C)O | 102 | 107 | 106 | 116 | 76 | 105 | 99 | 98
COc1cc(/C=N/N=C2\C(=O)Nc3ccc(Br)cc32)ccc1F | 98 | 101 | 79 | 100 | 83 | / | 105 | 89
COc1cc2c(cc1OC)C(c1ccc(S(N)(=O)=O)cc1)NCC2 (stereo not drawn) | 111 | 96 | 106 | 116 | 98 | 90 | 112 | 96
C/C(=C(/c1ccc(Cl)cc1)c1ccc(OCCN)cc1)c1cccc(O)c1 | 93 | 94 | 85 | 99 | 52 | 101 | 101 | 94
Nc1ncnc2c1N=C(c1ccc(Cl)cc1)CC(c1ccc3c(c1)OCO3)N2 (stereo not drawn) | 98 | 98 | 95 | 110 | 60 | 118 | 100 | 95
O=C(c1ccccc1)c1c(/C=C/c2ccc(Cl)cc2)c2ccccc2[nH]c1=O | 93 | 91 | 92 | 92 | 82 | 114 | 100 | 83
COc1ccc(Cn2cc3c(c2-c2ccc(OC)cc2)CCCc2cnoc2-3)cc1 | 89 | 94 | 87 | 94 | 82 | 87 | 88 | 73
COC(=O)[C@@H](NS(=O)(=O)N(c1ccc(F)cc1)C1CCN(C(=O)c2ccc(F)cc2)CC1)C(C)C | 100 | 113 | 105 | 112 | 72 | 100 | 106 | 110
c1ccc2c(c1)oc1cc3c(cc12)nnc1cccn13 | 98 | 97 | 81 | 96 | 120 | 99 | 116 | 106
O=C(O)c1ccc(-c2nn(-c3ccc(C(F)(F)F)cc3)cc2/C=N/NS(=O)(=O)c2ccccc2)cc1 | / | 103 | 100 | 102 | 104 | 97 | 105 | 98
N#C/C(=C/c1ccc(Cl)cc1)C(=O)O | 104 | 97 | / | 99 | 104 | 105 | 108 | 109
CC(=O)NN1CCN(C)CC1 | 94 | 93 | 109 | 89 | 89 | 97 | 124 | 94
COc1ccc2c(c1OC)C(=O)OC2C1c2c(c(COC(=O)C(NC(=O)OC(C)(C)C)C(C)C)c3c(c2OC)OCO3)CCN1C (stereo not drawn) | 104 | 97 | 98 | 101 | 91 | 94 | 99 | 86
Cc1cc(Br)c(NC(=O)c2c(-c3c(Cl)cccc3Cl)noc2C)c(Br)c1 | 93 | 70 | 104 | 99 | / | 89 | 114 | 62
CN1CCN(c2nc(-c3csc(-c4cccs4)n3)cc3ccccc23)CC1 | 44 | 48 | 68 | 22 | 23 | -45* | 69 | 34
CC(C)(C)c1cc(C(C)(C)C)c(O)c(C(C)(C)C)c1 | 103 | 81 | 102 | 91 | 88 | 103 | 106 | 91
COc1ccc(/C=C/C(=O)c2ccc(NC(=O)CSc3nnc(-c4ccccc4)o3)cc2)cc1OC | 93 | 98 | 107 | 99 | 103 | 102 | 105 | 83
CC(C)(CCCCC(C)(C)/C(=N/O)c1ccccc1)/C(=N/O)c1ccccc1 | 98 | 69 | 96 | 69 | 107 | 95 | 104 | 93
O=C(Nc1ncc(Cc2ccccc2)s1)c1ccccc1 | 97 | 81 | 104 | 97 | 82 | 79 | 97 | 54
CC[C@H](CC[C@@H](C)[C@H]1CC[C@H]2[C@@H]3C/C(=C/c4ccco4)C4=C/C(=C/c5ccco5)CC[C@]4(C)[C@H]3CC[C@]12C)C(C)C | 100 | 92 | 109 | 102 | 78 | 91 | 101 | 97
O=c1[nH]c2ccccc2c2nc3ccccc3c(=O)n12 | 97 | 101 | 88 | 106 | 90 | 98 | 114 | 98
COc1ccc(-c2nc(SC(C)C)nc(Oc3ccc(/C=C4/SC(=O)NC4=O)cc3)c2C#N)cc1 | 73 | 82 | 87 | 91 | 60 | 100 | 100 | 73
CC[C@H](C)[C@@H](C(=O)O)n1cc(CNC(=O)[C@H](CC(C)C)NC(=O)OCc2ccccc2)nn1 | 101 | 103 | 100 | 109 | 104 | 106 | 108 | 99
O=C(CCc1nnc2sc(-c3ccccc3O)nn12)c1nc2ccccc2[nH]1 | 74 | 77 | 87 | 104 | / | 87 | 94 | 87
O=C(c1ccccc1)N1N=C(c2ccc(-n3ccc(C(F)(F)F)n3)c(F)c2)CC1c1ccc[nH]1 (stereo not drawn) | 103 | 100 | 100 | 96 | 141 | 107 | 111 | 101

The final 2 compounds of the section before open the next one:
SMILES | SK-MEL-5 | A549/ATCC | EKVX | UACC-257 | HOP-92 | M14 | SK-MEL-28 | UACC-62
O=C(CCc1nnc2sc(-c3ccccc3O)nn12)c1nc2ccccc2[nH]1 | 74 | 77 | 87 | 104 | / | 87 | 94 | 87
O=C(c1ccccc1)N1N=C(c2ccc(-n3ccc(C(F)(F)F)n3)c(F)c2)CC1c1ccc[nH]1 (stereo not drawn) | 103 | 100 | 100 | 96 | 141 | 107 | 111 | 101
COc1ccc(-c2csc(-c3cc(Cl)cc(Cl)c3Cl)n2)cc1 | 29 | 54 | 81 | 46 | 86 | 98 | 107 | 63
COP(C)(=O)/C(Cc1ccccc1)=N\O (stereo not drawn) | 103 | 97 | 103 | 101 | 100 | 99 | 107 | 96
COc1ccc(NCc2cn(-c3ccc(C(=O)O)cc3)nc2-c2ccc(F)cc2)cc1 | 100 | 105 | 101 | 107 | 101 | 99 | 113 | 95
CC(O)CCC(C)[N+](=O)[O-] (stereo not drawn) | 102 | 96 | / | 102 | / | 106 | 98 | 95
O=C1C(=O)c2ccccc2C(O)=C1CC=C(Cl)Cl | 48&48 | 45&56 | 76 | 74&43 | 87&36 | 69&57 | 70 | 60&56
CN(NS(=O)(=O)c1ccc([N+](=O)[O-])cc1)c1ccccc1 | 100 | 92 | 86 | 85 | 93 | 118 | 103 | 81
CCCCC(CC)C(=O)OC(C)C(=O)N(CCCC)CCCC (stereo not drawn) | 101 | 106 | 99 | 105 | 100 | 99 | 98 | 105
COc1cc(/C=C/C(=O)c2cc(-c3cc(OC)c(OC)c(OC)c3)ccc2O)cc(OC)c1OC | 40 | 76 | 63 | 77 | 53 | 87 | 92 | 65
O=C(Nc1nc2ccccc2s1)c1cccs1 | 90 | 56 | 48 | 92 | 74 | 89 | 94 | 57
Clc1cnc(NC2CCNC2)nc1-n1cnc2ccccc21 (stereo not drawn) | 111 | 102 | 98 | 108 | 106 | 104 | 108 | 97
COc1ccc(Nc2cc(C)c(C#N)c3nc4ccccc4n23)cc1 | 104 | 73 | 104 | 82 | 87 | 96 | 116 | 87
Cc1c(C(=O)C2C(=O)N(C)N=C2C(F)(F)F)nnn1-c1ccccc1 (stereo not drawn) | 100 | 92 | 96 | 86 | 88 | / | 109 | 94
O=C(/C=C/c1cccs1)c1ccc(Cl)c(Cl)c1 | / | 97 | 95 | 107 | 104 | 97 | 109 | 97
CC1=NS(=O)(=O)c2cc(Cl)ccc2N1 | 98&96&106 | 110&98&98 | 100&115&106 | 114&118&103 | 58&91 | 96&114&98 | 108&117&119 | 89&102&99
CCCCN(CCCC)Cc1cc(C)c(C)cc1C | 112 | 99 | 104 | 108 | / | 101 | 116 | 97
CCOC(=O)c1cc2c(n1C)-c1nc(N)sc1CCC2 | 85 | 67 | 63 | 77 | 63 | 100 | 107 | 70
CCCCn1c(=O)c(C2CNC(=O)c3ccccc3N2)cc2ccc(Cl)cc21 (stereo not drawn) | 98 | 93 | 90 | / | 96 | 93 | 108 | 80
CN(C)CCOc1nc2c3cc([N+](=O)[O-])ccc3nn2c2ccccc12 | 46 | 13 | 67 | 79 | 57 | 47 | 94 | 42
OCC1=CC(O)C2C=COC(OC3OC(CO)C(O)C(O)C3O)C12 (stereo not drawn) | 103 | 82 | 99 | 83 | 60 | 97 | 99 | 102
CC1=N/C(=C\c2cccc(Cl)c2)C(=O)O1 | 98 | 111 | 94 | 116 | 112 | 100 | 98 | 102
CCCCCCCSc1ccc(C(=O)CCN2CCN(C)CC2)cc1 | 101 | 96 | 99 | 103 | 87 | 96 | 106 | 92
CC1=C(NCCN2CCCC2)C(=O)c2c(OCc3ccc(F)c(Cl)c3)cccc2C1=O | 59 | 78 | / | -64* | 57 | -74* | -53* | 92
C=CCOc1ccc2c(c1)CC[C@@H]1[C@@H]2CC[C@@]2(C)[C@H]1CC[C@]2(C)O | 95 | 80 | 82 | 54 | / | 89 | 97 | 85
Oc1cccnc1CN1CCCC1 | 100 | 98 | 106 | 98 | 80 | 112 | 107 | 102
Cn1c(N2CCCCC2)nc(N)c(C=O)c1=O | 108 | 93 | 99 | 96 | 92 | 99 | 109 | 101

Four entries picked at random from the list so far:
SMILES | SK-MEL-5 | A549/ATCC | EKVX | UACC-257 | HOP-92 | M14 | SK-MEL-28 | UACC-62
COc1ccc(-c2nc(SC(C)C)nc(Oc3ccc(/C=C4/SC(=O)NC4=O)cc3)c2C#N)cc1 | 73 | 82 | 87 | 91 | 60 | 100 | 100 | 73
COc1ccc(Nc2cc(C)c(C#N)c3nc4ccccc4n23)cc1 | 104 | 73 | 104 | 82 | 87 | 96 | 116 | 87
CC1=C(NCCN2CCCC2)C(=O)c2c(OCc3ccc(F)c(Cl)c3)cccc2C1=O | 59 | 78 | / | -64* | 57 | -74* | -53* | 92
CCCCC(CC)C(=O)OC(C)C(=O)N(CCCC)CCCC (stereo not drawn) | 101 | 106 | 99 | 105 | 100 | 99 | 98 | 105

Remaining list, next part
SMILES | SK-MEL-5 | A549/ATCC | EKVX | UACC-257 | HOP-92 | M14 | SK-MEL-28 | UACC-62
CCCCCN(CCCCC)CC(O)c1ccc(Cl)c2ccccc12 (stereo not drawn) | 76 | 69 | 75 | 81 | 28 | 45 | 70 | 51
O=C1[C@@H](OS(=O)(=O)N2CCCC2)[C@H](c2ccc(F)cn2)N1c1cc2c3ccccc3ccc2c2ccccc12 | 94 | 94 | 93 | 95 | 86 | 99 | 109 | 64
Cc1ccncc1CNC(=O)c1ccccc1 | 113 | 98 | 101 | 109 | 108 | 110 | 103 | 95
COc1cc(-c2nc3cc(C)ccn3c2N)ccc1O | 101 | 88 | / | 92 | 100 | 102 | 103 | 102
Cc1ccc2nc([C@@H](C)[C@H]3CC[C@H]4[C@@H]5CCC6=CC(=O)CC[C@]6(C)[C@H]5CC[C@]34C)[nH]c2c1 | 52 | 75 | 92 | 95 | 71 | 80 | / | 90
COc1ccc2c(c1OC)OCC2C (stereo not drawn) | 80 | 78 | 104 | 74 | 81 | 73 | 91 | 74
Cc1cc(-n2c(=O)[nH]c(=O)n(C)c2=O)ccc1Oc1ccc(SC(F)(F)F)cc1 | 104 | 102 | 101 | 99 | 99 | 102 | 107 | 81
S=C(Nc1ccc(Br)cc1)Nc1ccc(Br)cc1 | 58 | 48 | 46 | 74 | 24 | 40 | 88 | 40
CN(Cc1ccccc1)c1nc(Cl)c(C2CC(c3ccc(Br)cc3)=NN2c2ccccc2)s1 (stereo not drawn) | 98 | 92 | 90 | 113 | 97 | 96 | 114 | 91
COc1cc(-c2nc(C(=O)Nc3ccc(CC(=O)O)cc3)nn2-c2ccc(Cl)cc2)cc(OC)c1OC | 99 | 97 | 102 | 96 | 92 | 98 | 105 | 95
O=C1OC(=O)C2C3C=CC(CC3)C12 (stereo not drawn) | 100 | 108 | 98 | 107 | 84 | 91 | 100 | 102
CC(=O)Nc1ncc(Sc2ccc([N+](=O)[O-])cc2)s1 | 108 | 110 | 116 | 96 | 127 | 101 | 112 | 94
Cc1ccc(NC(=O)/C=C/C(=O)O)c(NC(=O)/C=C/C(=O)O)c1 | 102 | 106 | / | 106 | 81 | 97 | 130 | 105
N#Cc1c(O)c2c(c(O)c1C#N)C(=O)c1ccccc1C2=O | -73* | 27 | 87 | 28 | 88 | 2.5* | 5.9* | -17*

Limited to SK-MEL-28 (three entries from above):
structure	SK-MEL-28
Cc1cc(-n2c(=O)[nH]c(=O)n(C)c2=O)ccc1Oc1ccc(SC(F)(F)F)cc1	107
Cc1ccncc1CNC(=O)c1ccccc1	103
N#Cc1c(O)c2c(c(O)c1C#N)C(=O)c1ccccc1C2=O	5.9*

Hits appear at their usual frequency (roughly 9.8% active in at least one column).
